Screening data: PubChem, The Scripps Research Institute Molecular Screening Center
IDE inh: human IDE inhibitors in live cells, primary screen, fluorescence polarization, HEK cells, FAbetaB substrate; FAbetaB cleavage; inhibition, % at 5.59 µM; 0.41% of 320,000 active; AID 434962, 2010;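 active means percent inhibition above the average of all tested compounds plus 3 SD, set per screening campaign, cut at about 16% in these data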;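 further: IDE supplied by intact live HEK cells; FP after avidin binding of uncleaved biotin substrate so inhibition keeps polarization high; 0% = DMSO wells and 100% = 60 µM reference IDE inhibitor Ii1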
IDE act: human IDE activators in live cells, primary screen, fluorescence polarization, HEK cells, FAbeta-B substrate; AID 493087, 2011; 0.073% of 340,000 active; FAbeta-B cleavage; 0% vehicle, 100% cell-free pure enzyme wells; activation, % at 5.96 µM;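 active means activation above the mean of all tested compounds plus 3 SD, set per screening campaign, cut at about 17% in these data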
An asterisk follows results filed as active.

> Cc1noc(C)c1C(=O)OC(C)C(=O)N(C)c1ccccc1 (stereo not given)
  IDE inh = -2; IDE act = -1

> CSCCC(NC(=O)c1ccc(Cl)cc1Cl)C(=O)OC(C)C(=O)NCc1ccco1 (stereo not given)
  IDE inh = 1; IDE act = -4

> O=C(COC(=O)CN1C(=O)C2CCCCC2C1=O)NCc1ccc(Cl)cc1Cl (stereo not given)
  IDE inh = 2; IDE act = 3

> O=C(COC(=O)c1cc(S(=O)(=O)N2CCOCC2)ccc1F)Nc1ccc2c(c1)OCO2
  IDE inh = 6; IDE act = 2

> O=C1CCCN1C(=O)CSc1ccc2ccccc2n1
  IDE inh = -3; IDE act = 3

> O=C(CCCOc1ccccc1)N1CCN(S(=O)(=O)c2ccc(Cl)cc2)CC1
  IDE inh = 9; IDE act = -3

> CCOc1ccc(NC(=O)COC(=O)c2cc([N+](=O)[O-])ccc2N2CCOCC2)cc1
  IDE inh = 2; IDE act = 0

> O=c1c(O)c(-c2cc(O)c(O)c(O)c2)oc2cc(O)cc(O)c12
  IDE inh = 3; IDE act = -4

> Cn1c(N)c(C(=O)COC(=O)CNC(=O)c2ccccc2Cl)c(=O)n(C)c1=O
  IDE inh = 1; IDE act = -1

> CCCCn1c(N)c(N(CC)C(=O)c2cc3c(s2)CCCCC3)c(=O)[nH]c1=O
  IDE inh = 6; IDE act = -4

> O=C(CCc1nc2ccccc2c(=O)[nH]1)Nc1nnc(SCc2ccccc2F)s1
  IDE inh = -3; IDE act = 2

> O=C(OCC(=O)N1CCOCC1)c1ccc2ccccc2c1
  IDE inh = 0; IDE act = 5

> Nc1cc(=O)[nH]c(SCC(=O)Nc2cc(S(=O)(=O)N3CCCCC3)ccc2Cl)n1
  IDE inh = -3; IDE act = 5

> COc1ccc(C(C)(C)C)cc1NC(=O)CCN1C(=O)C2CCCCC2C1=O (stereo not given)
  IDE inh = -7; IDE act = 8

> CCN(CC(=O)Nc1ccc(NC(C)=O)cc1)C(=O)c1cc(-c2ccccc2)nn1-c1ccccc1
  IDE inh = -4; IDE act = 0

> O=C(COC(=O)c1ccc(F)c(S(=O)(=O)N2CCOCC2)c1)Nc1ccc2[nH]c(=O)[nH]c2c1
  IDE inh = 0; IDE act = -2

> O=C(Nc1ccccc1)c1cc([N+](=O)[O-])ccc1N1CCCCC1
  IDE inh = 4; IDE act = 6

> Cc1ccc(C(=O)NNC(=O)c2ccc(Br)s2)cc1S(=O)(=O)N1CCOCC1
  IDE inh = 2; IDE act = -1

> O=C(NCCS(=O)(=O)N1CCCCCC1)c1ccc(F)cc1
  IDE inh = 1; IDE act = 2

> O=C(NCC1CCCO1)C(=O)N/N=C/c1ccc(OCc2ccccc2Cl)cc1 (stereo not given)
  IDE inh = 4; IDE act = 4

> CCCCN(C(=O)CSCC(=O)Nc1cccc(C)c1)c1c(N)n(CCCC)c(=O)[nH]c1=O
  IDE inh = 3; IDE act = 3

> O=C(C1=COCCO1)N1CCN(S(=O)(=O)c2cccc(F)c2)CC1
  IDE inh = -5; IDE act = 4

> Cc1cc(=O)oc2cc(OC(C)C(=O)NC3(C#N)CCCCC3)ccc12 (stereo not given)
  IDE inh = 3; IDE act = 6

> CCC(=O)NC(C)c1cc(Cl)c2ccccc2c1O (stereo not given)
  IDE inh = 5; IDE act = -1

> O=C(NCCCc1ccccc1)c1ccc(-n2cncn2)c([N+](=O)[O-])c1
  IDE inh = 1; IDE act = -1

(list continues)
| canonical_smiles | IDE inh | IDE act |
| --- | --- | --- |
| O=C(COC(=O)/C=C/c1cccc(Br)c1)NC1CCCCC1 | 3 | 0 |
| O=C(CN1c2cccc3cccc(c23)S1(=O)=O)N1CCN(c2ccccc2)CC1 | -2 | 0 |
| COc1cccc(C(=O)NCCS(=O)(=O)NC2CCCC2)c1 | -7 | 4 |
| COc1ccc2c(CC(=O)OCc3nc4ccsc4c(=O)[nH]3)coc2c1 | 4 | 5 |
| COc1ccccc1CNC(=O)COC(=O)/C=C/c1ccc2c(c1)OCO2 | -1 | -1 |
| NS(=O)(=O)c1ccc(NC(=O)c2ccc(S(=O)(=O)N3CCCCC3)cc2)cc1 | -4 | 4 |
| CCOc1ccccc1NC(=O)COC(=O)C1CCC(=O)N1 (stereo not given) | 0 | 1 |
| COc1ccccc1C(=O)NCCC(=O)NCC1CCCCC1 | 1 | 2 |
| Cc1ccc(NC(=O)CCC(=O)c2ccc(Cl)s2)nc1 | 4 | 3 |
| CC(C)Cc1nnc(NC(=O)CN2C(=O)NC3(CCCC3)C2=O)s1 | 4 | -3 |
| Cc1cc(C)n2nc(SCC(=O)N(CCC#N)c3ccc(F)cc3)nc2n1 | -5 | -2 |
| Cc1ccc(S(=O)(=O)CCC(=O)OC(C)c2nnc(-c3cccs3)o2)cc1 (stereo not given) | 0 | 3 |
| CC(C)(C)[C@H]1C=C(C(=O)O)O[C@@H](OCc2ccc(CO)cc2)C1 | 3 | -1 |
| Cc1oc(-c2ccccc2)nc1C(=O)OCC(=O)NCc1ccc(Cl)cc1 | -2 | 1 |
| CC(Nc1nc(-c2ccc(F)cc2)cs1)c1nc2cc(C(F)(F)F)ccc2n1CCOCCO (stereo not given) | 0 | 5 |
| NC(=O)c1cc(Cl)ccc1OCC(=O)NC1CC1 | -2 | 2 |
| CC(=O)NC12CC3CC(C1)CC(C(=O)N(C)CC(=O)Nc1ccccc1Cl)(C3)C2 | -2 | -2 |
| CC(=O)c1ccc(OCC(=O)N(CCC2=CCCCC2)c2c(N)n(Cc3ccccc3)c(=O)[nH]c2=O)cc1 | -2 | -2 |
| CS(=O)(=O)c1ccc(C(=O)OCC(=O)NNC(=O)COc2ccc(Cl)cc2)cc1 | 6 | -2 |
| C[C@H](NC(=O)c1ccc(C(C)(C)C)cc1)C(=O)N1CCN(C/C=C/c2ccccc2)CC1 | 7 | 6 |

Among those listed so far, 5 have a thiophene ring, fused or not:
| canonical_smiles | IDE inh | IDE act |
| --- | --- | --- |
| CCCCn1c(N)c(N(CC)C(=O)c2cc3c(s2)CCCCC3)c(=O)[nH]c1=O | 6 | -4 |
| Cc1ccc(C(=O)NNC(=O)c2ccc(Br)s2)cc1S(=O)(=O)N1CCOCC1 | 2 | -1 |
| COc1ccc2c(CC(=O)OCc3nc4ccsc4c(=O)[nH]3)coc2c1 | 4 | 5 |
| Cc1ccc(NC(=O)CCC(=O)c2ccc(Cl)s2)nc1 | 4 | 3 |
| Cc1ccc(S(=O)(=O)CCC(=O)OC(C)c2nnc(-c3cccs3)o2)cc1 (stereo not given) | 0 | 3 |

Following part.
| canonical_smiles | IDE inh | IDE act |
| --- | --- | --- |
| CN(CC(=O)N(C)CC(=O)Nc1c(Cl)cccc1Cl)Cc1ccccc1F | -4 | 3 |
| O=C(CCNC(=O)c1ccc(Br)cc1)NNC(=O)COc1ccccc1F | 4 | -4 |
| O=C(c1cc2ccccc2cc1O)N1CCN(c2ccccc2O)CC1 | 0 | 3 |
| O=C(CSc1nnc(-c2ccccc2)o1)NC1CCCC1 | 0 | 5 |
| O=C(CNC(=O)c1ccc(OC(F)F)cc1)NCc1ccccn1 | 1 | 3 |
| CC(=O)Nc1ccc(/C=C(\C#N)S(=O)(=O)c2ccc(C)cc2)cc1 | 3 | 2 |
| C=C1CC2C(=O)N(Cc3ccccc3)C(C(=O)OCC)(C(=O)OCC)C1N2C(=O)OC(C)(C)C (stereo not given) | -2 | -3 |

Three compounds from above, arranged by number of heavy atoms, low to high:
| canonical_smiles | IDE inh | IDE act |
| --- | --- | --- |
| CC(=O)Nc1ccc(/C=C(\C#N)S(=O)(=O)c2ccc(C)cc2)cc1 | 3 | 2 |
| CN(CC(=O)N(C)CC(=O)Nc1c(Cl)cccc1Cl)Cc1ccccc1F | -4 | 3 |
| C=C1CC2C(=O)N(Cc3ccccc3)C(C(=O)OCC)(C(=O)OCC)C1N2C(=O)OC(C)(C)C (stereo not given) | -2 | -3 |

Look-ups from the entries so far:
O=C(CNC(=O)c1ccc(OC(F)F)cc1)NCc1ccccn1 @ IDE inh = 1
CC(=O)Nc1ccc(/C=C(\C#N)S(=O)(=O)c2ccc(C)cc2)cc1 @ IDE inh = 3
C=C1CC2C(=O)N(Cc3ccccc3)C(C(=O)OCC)(C(=O)OCC)C1N2C(=O)OC(C)(C)C (stereo not given) @ IDE inh = -2
O=C(CSc1nnc(-c2ccccc2)o1)NC1CCCC1 @ IDE act = 5

Fetched by compound from the entries so far (four):
| canonical_smiles | IDE inh | IDE act |
| --- | --- | --- |
| O=C(CSc1nnc(-c2ccccc2)o1)NC1CCCC1 | 0 | 5 |
| O=C(CNC(=O)c1ccc(OC(F)F)cc1)NCc1ccccn1 | 1 | 3 |
| CC(=O)Nc1ccc(/C=C(\C#N)S(=O)(=O)c2ccc(C)cc2)cc1 | 3 | 2 |
| CN(CC(=O)N(C)CC(=O)Nc1c(Cl)cccc1Cl)Cc1ccccc1F | -4 | 3 |

These rows are one share of the data; rates above refer to the full screens.
